# Screening results: PubChem BioAssay, several laboratories
# iPSC survival up: enhancers of single-cell hiPSC survival, primary screen, ATPlite luminescence | 100% = ROCK inhibitor wells, 0% = DMSO | survival enhancement, % at 20 µM | actives 0.044% (n = 360,000); in the data active means survival enhancement above about 18%;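 further: cells exposed to compounds for 16 hours before the ATP read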
# TWEAK-Fn14 inh: inhibitors of TWEAK-Fn14 signaling, primary screen, luciferase reporter cells, uHTS; TWEAK-stimulated Fn14 reporter cells, luciferase luminescence, 8 h; AID 1159606, 2016; actives 2% (n = 360,000); inhibition, % at 10 µM; in the data active means inhibition above about 50%
# Shn3 inh set2: reduction of Shn3 3'UTR firefly luciferase signal, primary screen, Schnurri-3 inhibitor project, cell-based, Clone20 osteoblasts, set 2; actives 0.52% (n = 360,000); AID 588674, 2011; Clone20 osteoblast Shn3 3'UTR firefly luciferase, 24 h; inhibition, % at 12.5 µM;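 active means mean inhibition of at least 75% with every replicate also reaching 75%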;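 further: 0% = median of neutral control wells and 100% = pilot-screen positive control compound; some compounds past the cut are filed as inactive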
# CF NFkB block: inhibitors of PAF-induced NF-kB signaling, primary screen, cell-based, GFP fluorescence, uHTS; KKLEB NF-kB-GFP reporter, GFP fluorescence overnight; actives 0.86% (n = 360,000); inhibition, % at 5 µM; AID 588850, 2011;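 active means at least 50% inhibition at 5 µM, scaled per plate between neutral and stimulator controls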;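 further: PAF is a Pseudomonas aeruginosa culture filtrate used as stimulus; plate controls were PAF-stimulated DMSO wells for no effect and unstimulated DMSO wells for full effect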
# aDG glyco up: activators of alpha-DG glycosylation, primary screen, uHTS, Pro5-aDG cells, AlphaScreen | alpha-DG glycosylation AlphaScreen (IIH6); 0% Pro5, 100% B10-LARGE cell signal | actives 0.22% (n = 360,000) | activation, % at 10 µM | AID 624168, 2012;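 active means activation of at least 8% versus controls, or a plate z-score of at least 8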;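 further: Pro5 are CHO cells carrying HIG-tagged alpha-DG that lacks glycosylation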
# NR2E3 ag-1: inhibitors of NR2E3-RetCOR corepressor binding, primary screen, NR2E3 agonist project, biochemical, TR-FRET, GST-NR2E3, biotin-RetCOR; inhibition of corepressor binding, % at 4.78 µM; AID 2300, 2010; Photoreceptor-specific nuclear receptor (Homo sapiens), Q9Y5X4; 1536-well; actives 0.12% (n = 320,000);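 active means percent inhibition above the cutoff of mean plus 3 SD of all tested compounds, set per screening campaign, cut at about 20% in these data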;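 further: 0% = DMSO wells and 100% = biotin wells as full block of FRET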
# Target sequence (Q9Y5X4 whole entry, looked up): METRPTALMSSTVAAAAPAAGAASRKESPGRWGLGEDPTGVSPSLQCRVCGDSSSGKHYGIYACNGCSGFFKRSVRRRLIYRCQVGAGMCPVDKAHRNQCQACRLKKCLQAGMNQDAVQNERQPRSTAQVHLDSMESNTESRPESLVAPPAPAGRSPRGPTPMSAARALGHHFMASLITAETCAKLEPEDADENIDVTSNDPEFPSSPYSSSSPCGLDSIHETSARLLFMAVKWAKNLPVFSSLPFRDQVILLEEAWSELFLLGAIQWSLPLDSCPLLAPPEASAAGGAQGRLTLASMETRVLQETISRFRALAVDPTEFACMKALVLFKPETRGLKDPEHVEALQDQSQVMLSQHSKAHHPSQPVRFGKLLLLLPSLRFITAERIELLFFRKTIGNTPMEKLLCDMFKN
#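 Format: 1536-well format; test system: GST-NR2E3 and biotin-RetCOR proteins; read-out basis: percent inhibition of TR-FRET ratio; timing: 5 h incubation at 4 °C; detection: time-resolved FRET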
# Peg3 prom inh: Peg3 promoter-driven luciferase inhibitors, primary screen, cell-based, HeLa, luciferase luminescence | HeLa PEG-Prom luciferase reporter, overnight | inhibition, % at 20 µM | actives 1.7% (n = 360,000);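 active means inhibition of at least 50% at 20 µM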
# TRPM1 prom inh: inhibitors of MITF-dependent TRPM1 promoter reporter, primary screen, cell-based, SK-MEL-5, single point, luciferase | SK-MEL-5 TRPM1 promoter luciferase, 24 h | inhibition, % at 12.5 µM | actives 0.83% (n = 330,000);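 active means mean inhibition across replicates of 60% or more, whatever share of single replicates reaches that level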; further: values of inactives mirror those of a sister screen read the other way
# KKLEB tox: cytotoxicity in KKLEB CF airway cells, primary screen, cytotoxicity control for CF NF-kB inhibitor project, cell-based, uHTS, fluorescence assay plates. KKLEB CF airway cells viability, ATPlite luminescence, overnight; hits give low values; cells stimulated with P. aeruginosa culture filtrate. activity change (cytotoxicity), % at 5 µM. actives 0.36% (n = 360,000);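 active means corrected activity change at or below -50% at 5 µM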
# HIF-2a block: HIF-2a reporter inhibitors, primary screen, luminescence, 786-0 RCC cells. 786-0 RCC cells HIF-2a reporter, luciferase luminescence, overnight. inhibition, % at 18.8 µM. actives 0.72% (n = 360,000). AID 624352, 2012;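 active means inhibition of the luminescence signal of 40% or more relative to plate controls, in a single-dose primary screen at 18.75 µM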
# NR2E3 ag-2: NR2E3 agonists in two-hybrid cells, primary screen, cell-based, luminescence, CHO-S, Gal4-NCOR/VP16-NR2E3 | Photoreceptor-specific nuclear receptor (Homo sapiens), Q9Y5X4 | inhibition of corepressor binding, % at 3.98 µM | AID 602229, 2012 | luciferase | actives 0.35% (n = 360,000);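 active means inhibition above the mean of all tested compounds plus 3 SD, cut at about 70% in these data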;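 further: 0% = DMSO with NR2E3 transfected cells and 100% = cells lacking NR2E3 construct; higher means lower luciferase signal from less NR2E3 corepressor binding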
# Active calls of the source: *; . = no result given.
SMILES,iPSC survival up,TWEAK-Fn14 inh,Shn3 inh set2,CF NFkB block,aDG glyco up,NR2E3 ag-1,Peg3 prom inh,TRPM1 prom inh,KKLEB tox,HIF-2a block,NR2E3 ag-2
CC1(C)CC2CC(C)(CN2C(=O)NC(=O)c2ccccc2)C1 (stereo not given),-0.7,-25,-44,20,-0.3,-1,-8,-6,1,16,2
COc1ccc(NC(=O)C2CCN(C(=O)C3CC(=O)N(c4ccc(C)cc4)C3)CC2)cc1 (stereo not given),0.2,8,4,4,0.0,.,1,4,2,-2,3
CC(=O)c1cc(-c2ccccc2)n(CCC(=O)NC(C)(C)C)c1C,1.4,2,4,8,-0.5,-3,15,0,5,13,3
CCNC(=O)Nc1nc2ccccc2s1,0.5,-13,-54,2,0.9,5,-224,-66,6,-260,-77
Cc1ccc(C(=O)Nc2nc(-c3ccc4c(c3)OCCO4)cs2)o1,3.2,36,-78,-3,-0.1,.,-186,.,-18,-220,-57
CCOCCCNC(=O)/C(C#N)=C/c1ccc(C)o1,1.5,12,-6,3,0.0,4,-7,-7,2,-38,7
NS(=O)(=O)c1ccc(CCNC(=S)NC2CCCCC2)cc1,-0.3,-100,-50,8,0.1,-1,2,4,7,9,1
CC(NC(=O)c1noc2c1CCCCC2)c1ccccc1 (stereo not given),2.7,-15,-25,15,-0.1,1,-74,-23,-24,-123,-21
O=C(NCc1ccc(Cl)cc1)C1CCC(=O)N(C2CCCCCC2)C1 (stereo not given),0.2,-11,-11,16,-0.3,3,14,13,-10,3,17
Cc1cccn2c(=O)nc(SCC(=O)NCc3ccccc3)nc12,-0.5,-3,7,-3,-0.1,0,-9,0,4,6,-32
O=C(Nc1ccc(N2CCOCC2)cc1)Nc1ccc(Cl)c(Cl)c1,1.8,-21,7,19,0.6,3,-234,-63,0,-245,-55
COc1cccc(N2CCN(C(=O)c3ccc(=O)oc3)CC2C)c1 (stereo not given),11,4,-9,-4,-0.1,-1,9,1,-2,-1,12
COc1ccc(NC(=O)CN2CCN(CC(=O)Nc3ccc(F)cc3)CC2)cc1Cl,0.7,-6,40,-1,0.0,-1,-8,1,-5,4,0
O=C1N(c2ccccc2)C(c2ccccc2)N2CCCN12 (stereo not given),2.5,3,-3,-15,0.0,5,15,3,9,16,-20
O=C(O)c1ccc(N2C(=O)CSC2=S)cc1,0.5,68*,-17,31,-0.1,5,15,12,0,32,-4
Nc1c(C(=O)NCC2CCCO2)sc(=S)n1-c1ccccc1 (stereo not given),5.1,0,12,5,-0.2,3,-6,5,-1,3,-2
C/C(=N\NC(=O)C1COc2ccccc2O1)c1ccccn1 (stereo not given),-1.2,-51,79,-4,1.0,-2,51*,83*,-10,-33,-20
O=C(Nc1ccc2c(c1)OCCO2)N1CCN(c2ccc(F)cc2)CC1,-1.1,15,11,-14,0.4,3,-39,-4,2,-63,-20
COc1ccc(C2CC(C(F)(F)F)n3nc(C(=O)O)c(Cl)c3N2)cc1OC (stereo not given),-3.2,-11,-6,-5,0.4,-2,15,4,6,-5,-12
Cc1ccc(-c2nn(CCC(=O)O)cc2/C=C\C(=O)c2ccc(Br)cc2)cc1,0.2,33,4,-15,0.1,5,31,-21,-17,13,45

# 6 structures out of the list, sorted by molecular weight, low to high.
SMILES,iPSC survival up,TWEAK-Fn14 inh,Shn3 inh set2,CF NFkB block,aDG glyco up,NR2E3 ag-1,Peg3 prom inh,TRPM1 prom inh,KKLEB tox,HIF-2a block,NR2E3 ag-2
CC1(C)CC2CC(C)(CN2C(=O)NC(=O)c2ccccc2)C1 (stereo not given),-0.7,-25,-44,20,-0.3,-1,-8,-6,1,16,2
CC(=O)c1cc(-c2ccccc2)n(CCC(=O)NC(C)(C)C)c1C,1.4,2,4,8,-0.5,-3,15,0,5,13,3
COc1cccc(N2CCN(C(=O)c3ccc(=O)oc3)CC2C)c1 (stereo not given),11,4,-9,-4,-0.1,-1,9,1,-2,-1,12
Cc1cccn2c(=O)nc(SCC(=O)NCc3ccccc3)nc12,-0.5,-3,7,-3,-0.1,0,-9,0,4,6,-32
COc1ccc(C2CC(C(F)(F)F)n3nc(C(=O)O)c(Cl)c3N2)cc1OC (stereo not given),-3.2,-11,-6,-5,0.4,-2,15,4,6,-5,-12
COc1ccc(NC(=O)C2CCN(C(=O)C3CC(=O)N(c4ccc(C)cc4)C3)CC2)cc1 (stereo not given),0.2,8,4,4,0.0,.,1,4,2,-2,3

# Further compounds follow:
SMILES,iPSC survival up,TWEAK-Fn14 inh,Shn3 inh set2,CF NFkB block,aDG glyco up,NR2E3 ag-1,Peg3 prom inh,TRPM1 prom inh,KKLEB tox,HIF-2a block,NR2E3 ag-2
COc1ccc(CCNC(=O)COc2cc(C)cc3oc(=O)c(C)c(C)c23)cc1OC,-1.1,-20,12,8,0.0,.,-3,.,-6,2,4
CCOC(=O)c1cccc(NC(=O)CN(c2ccc(C)cc2)S(=O)(=O)c2c(C)noc2C)c1,2.5,58*,2,13,-0.1,3,41,-5,-9,23,2
Nc1ccc2c(Cl)cc(Cl)cc2c1,-0.9,-9,5,-1,0.0,.,-24,.,0,-36,24
COc1ccc(N2C(=O)CC(Sc3nnc(-c4ccccc4)o3)C2=O)cc1 (stereo not given),1.0,-7,61,26,-0.7,0,85*,16,5,4,-9
Cc1cc(F)ccc1C(O)c1ncc(-c2ccc3ccccc3c2)[nH]1 (stereo not given),3.1,5,-4,-15,0.9,.,-6,.,4,-83,-6
Nc1nn(S(=O)(=O)c2ccccc2)cc1-c1ccc([N+](=O)[O-])cc1,0.3,0,18,4,1.9,1,-14,12,-10,1,3
CC(CNC(=O)Cn1cnc2c(NCc3ccccc3)ncnc21)c1ccccc1 (stereo not given),0.3,17,-6,16,-0.2,.,-4,-8,-7,14,-17
OCCN(CCO)CC(O)COc1ccc2c(c1)OCO2 (stereo not given),-1.1,-19,0,-6,-0.2,3,-4,-7,-2,-2,-20
COc1ccccc1CNC(=O)N1CCN(c2ccccc2C)CC1,-0.1,12,16,11,0.2,0,3,6,0,-14,-14
O=C(CSc1nnc2ncccn12)N1CCCCCC1,2.4,5,-29,13,-0.1,2,-15,11,-11,-29,-3
CN(C)c1ccc(NC(=O)c2ccc3nsnc3c2)cc1,-1.5,9,-84,13,0.1,-2,-231,-77,-1,-201,-138
O=C(NC1CCCC1)C(c1ccc(F)cc1)N(C(=O)Cc1cccs1)c1ccc2c(c1)OCCO2 (stereo not given),0.6,3,16,-6,-0.2,0,10,-2,-14,3,-22
COc1cc(/C=N/NC(=S)Nc2cccc(Cl)c2C)ccc1OCC(=O)N1CC(C)OC(C)C1 (stereo not given),1.3,0,14,17,0.2,2,36,28,-9,-3,-14
COc1cc(C)c(Cl)cc1S(=O)(=O)NCC1CCCO1 (stereo not given),-1.2,5,17,0,-0.1,1,19,11,-1,13,2
Cc1cc(=O)[nH]c2c1cnn2C(C)c1ccccc1 (stereo not given),0.9,9,-9,-26,0.0,1,-1,-2,14,15,1
CC1(C)N=C(N)NC(Nc2ccccc2Cl)=N1,-0.2,-20,42,-8,0.1,3,0,-13,9,8,-28
O=C(Nc1ccccc1Br)C1CC(=O)N(c2ccc3c(c2)OCCO3)C1 (stereo not given),-0.3,5,-3,7,-0.1,0,3,6,12,-10,-15
Cc1ccc(C(=O)N2CCN(CCNC(=O)C(=O)NCc3ccc(Cl)cc3)CC2)cc1,0.9,1,15,9,0.1,-1,-4,12,5,15,30
COc1ccc(OCC(=O)Nc2cccc(NC(=O)COc3ccc(OC)cc3)n2)cc1,-2.5,-22,-37,49,0.2,-2,-117,-36,-63*,-74,16
O=C(C(Cl)Cl)N1CCN(Cc2ccc3c(c2)OCO3)CC1,-0.7,12,-3,0,-0.1,2,17,-6,-7,5,-6
C=CCn1c(=O)/c(=C\c2ccccn2)s/c1=C(/C#N)C(=O)NCC1CCCO1 (stereo not given),3.6,11,-6,2,0.1,7,-3,-5,4,2,-12
CCN1C[C@@H]2[C@@H]3C(=O)N(C)C(=O)[C@@H]3[C@](CC)(C1=O)N2C(=O)c1ccc(C(C)(C)C)cc1,-2.0,13,-1,-15,0.0,.,0,-3,10,8,-16
CCc1nc2c(OCc3ccc(F)cc3)cccn2c1N(C)C(=O)COc1ccccc1,-0.2,-18,0,-30,0.4,.,12,.,1,-10,29
Cc1nc(C)c(C(=O)Nc2ccc(Oc3ccccc3)cc2)o1,-1.8,18,15,-5,1.9,3,-58,2,-1,-96,44
CCN(C(=O)COc1ccccc1[N+](=O)[O-])C1CCS(=O)(=O)C1 (stereo not given),0.4,-1,15,13,-0.2,0,10,-21,-8,23,-2
CC(C)Sc1nc2ccccc2n2cnnc12,0.3,0,-7,8,0.1,1,4,-6,2,23,-23
O=C(CCCOc1ccccc1)Nc1ccc(Cl)c(S(=O)(=O)N2CCOCC2)c1,-1.6,36,21,-2,0.1,.,26,35,-10,2,-4
COC(=O)[C@H](Cc1ccccc1)NC(=O)N1Cc2ccccc2C[C@H]1C(=O)OC,0.1,12,-15,8,-0.1,-2,16,5,4,10,15
